# GoLoco inh red: inhibitors of human Gai1-RGS12 GoLoco interaction (red fluorophore) | Gai1:RGS12 GoLoco peptide FP, rhodamine, 10 min | Potency, µM (titrated, usually from 61.6 µM), without a hit: at the highest dose activity, negative = inhibition, hits mostly inhibitors | hit rate 0.44% among 230,000 | AID 880; active means well fitted inhibition curve with a large enough effect, not every such curve was filed as active; inactive means no such curve, though single readings can be large or run the other way; further: on the % scale 0 is the no-effect control and ±100 the full control effect; nearly all actives have a fitted effect of over 30% in size; many of its hits are not listed in these tables
# Target sequence (P63096 whole entry, looked up): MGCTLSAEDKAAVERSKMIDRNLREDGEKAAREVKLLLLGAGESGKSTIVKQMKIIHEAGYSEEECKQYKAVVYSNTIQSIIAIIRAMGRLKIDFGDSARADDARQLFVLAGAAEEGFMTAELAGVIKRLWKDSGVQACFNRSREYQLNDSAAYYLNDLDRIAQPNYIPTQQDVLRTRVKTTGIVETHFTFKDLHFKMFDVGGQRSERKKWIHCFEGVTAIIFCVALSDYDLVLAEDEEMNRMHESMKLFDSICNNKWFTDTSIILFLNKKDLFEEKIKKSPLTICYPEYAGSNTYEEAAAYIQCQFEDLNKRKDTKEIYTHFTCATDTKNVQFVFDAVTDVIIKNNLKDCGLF
# LMNA splice mod: modulators of lamin A splicing; HeLa LMNA splicing GFP/RFP minigene ratio, 48 h; Potency, µM (doses to about 46.1 µM), for inactives: at the highest dose ratio change, negative = inhibition, usual class: inhibitors; hit rate 0.01% among 200,000; active means well fitted inhibition curve with a large enough effect in the signal ratio, with a control signal flat, not every such curve was filed as active; inconclusive means small, poorly fitted or top-dose-only effect, or effect the other way, or a change in a side signal; the % refers to the signal ratio; further: on the % scale 0 is the no-effect control and ±100 the full control effect
#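 S3 HeLa cells stably expressing lamin A-EGFP splicing minigene plus DsRed2, 600 cells/well, 48 h compound exposure at 37C. Laser-scanning cytometry; analysed as GFP (500-530 nm)/RFP (575-640 nm) total intensity ratio; 0.5% DMSO vehicle.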
# SMN2 splice enh: increases expression of the SMN2 splice variant. HEK293 SMN2-luciferase splicing reporter, luminescence, 30-36 h. Potency, µM (top dose mostly 46.1 µM), without a hit: at the top dose activity change, positive = activation, hits mostly activators. hit rate 2.8% among 210,000; further: % of control where 0% means no effect; nearly all actives have a fitted effect of over 55% in size
#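 HEK293 cells carry an SMN2 minigene-luciferase reporter in which exon 7 inclusion puts luciferase in frame. Cells were seeded at 2000 cells/well, attached for 10-12 hours, then exposed to compounds for 30-36 hours at 37C before ONE-Glo luminescence.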
# TRb-SRC2 inh: TRbeta-SRC2 interaction inhibition | P10828 | TRbeta-SRC2 peptide binding, fluorescence polarization; receptor liganded with 1 µM T3 | Potency, µM (top dose mostly 106 µM), inactives show top-dose activity change, negative = inhibition, actives largely listed as inhibitors | hit rate 0.065% among 280,000 | AID 1469;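 further: plate controls were bound peptide for no effect and peptide without receptor for full effect; nearly all actives have a fitted effect of over 50% in size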
# Target sequence (P10828 whole entry, looked up): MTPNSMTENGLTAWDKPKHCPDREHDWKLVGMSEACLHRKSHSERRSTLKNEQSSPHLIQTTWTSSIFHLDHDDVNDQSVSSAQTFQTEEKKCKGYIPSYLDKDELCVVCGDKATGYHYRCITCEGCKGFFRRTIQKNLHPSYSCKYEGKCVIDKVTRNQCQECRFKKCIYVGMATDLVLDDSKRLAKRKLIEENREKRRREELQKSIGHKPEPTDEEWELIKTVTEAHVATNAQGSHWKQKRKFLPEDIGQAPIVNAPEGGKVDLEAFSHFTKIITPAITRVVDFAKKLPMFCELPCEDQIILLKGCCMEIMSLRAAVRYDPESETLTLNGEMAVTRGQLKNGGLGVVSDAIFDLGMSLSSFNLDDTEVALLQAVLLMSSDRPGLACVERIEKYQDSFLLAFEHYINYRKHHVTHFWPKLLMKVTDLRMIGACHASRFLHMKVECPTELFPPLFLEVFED
#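 Fluorescence polarization of 20 nM Texas Red SRC2 peptide with 0.6 uM human TRb ligand-binding domain, in Tris buffer with 1uM T3 and 5% DMSO. Incubated 5 hr ambient; normalized to unbound and bound controls.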
# RECQ1 helicase: RECQ1 (human) helicase inhibition | P46063 | RECQ1 DNA unwinding, red fluorescence kinetic read | Potency, µM (series often up to 57.3 µM), for inactives: top-dose activity, negative = inhibition, most hits filed as inhibitors | hit rate 0.54% among 240,000 | AID 2549;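 further: plate controls were vehicle for no effect and no enzyme for full effect; nearly all actives have a fitted effect of over 30% in size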
#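 RECQ1T1 50 nM; forked duplex (20 bp + 30-nt ss tails) 200 nM, ATP 2 mM final; pH 8.0, 2 mM MgCl2, 2.5 ug/ml poly(dI-dC); 15 min compound preincubation; discontinuous kinetic read over 2 h at RT.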
# TR SRC2 fluor cs: counter-screen for TRb-SRC2 inhibitors: fluorescence interference. Potency, µM (series often up to 106 µM), without a hit: top-dose fluorescence change, negative = quenching. AID 1479. TRb/SRC2 Texas Red total fluorescence interference. hit rate 0.29% among 280,000; active means well fitted curve in either direction with a large enough effect; inconclusive means small, poorly fitted or top-dose-only effect; further: on the % scale 0 is the no-effect control and ±100 the full control effect
#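 Flags fluorescent or light-absorbing compounds by total fluorescence, S + 2P, at 555 nm excitation and 632 nm emission. Mixture: 20 nM Texas Red SRC2 peptide, 0.6 uM human TRb LBD, 1 uM T3, 5% DMSO; compound exposure 5 h at ambient temperature.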
# JMJD2E inh: blocks human JMJD2E demethylase activity | B2RXH2 | JMJD2E catalytic domain, FDH-coupled NADH fluorescence (FDH is formaldehyde dehydrogenase) | Potency, µM (series often up to 57.1 µM), for inactives: at the highest dose activity change, negative = inhibition, usual class: inhibitors | hit rate 1.6% among 230,000; active means well fitted inhibition curve with a large enough effect, not every such curve was filed as active; inconclusive means small, poorly fitted or top-dose-only effect, or another doubt; inactive means no such curve, though single readings can be large or run the other way;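 further: 0% = wells with enzyme and -100% = buffer wells without enzyme; nearly all actives have a fitted effect of over 50% in size; many of its hits are not listed in these tables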
# ALDH1A1 inh: inhibitors of human aldehyde dehydrogenase 1A1. Purified ALDH1A1, NADH fluorescence, propionaldehyde substrate. hit rate 7.3% among 220,000. AID 1030. Potency, µM (highest dose often 75.3 µM), without a hit: at the highest dose activity, negative = inhibition, hits mostly inhibitors; active means well fitted inhibition curve with a large enough effect, not every such curve was filed as active; inconclusive means small, poorly fitted or top-dose-only effect, or another doubt; inactive means no such curve, though single readings can be large or run the other way;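 further: plate controls were no enzyme wells and a reference inhibitor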
# The depositor's hits bear a star; i = inactive; ? = inconclusive; · = not tested or not shown; & = joins results of further samples; [ ] = another dose, or the depositor's remark. Unless noted, the call rests on the fitted dose curve; in most records, active means well fitted curve in the direction sought with a large enough effect; inconclusive means small, poorly fitted or top-dose-only effect, or another doubt; inactive means no such curve, though single readings can be large; an effect the other way counts as inactive or inconclusive. Potency means the concentration at half of the fitted maximal effect.
SMILES,GoLoco inh red,LMNA splice mod,SMN2 splice enh,TRb-SRC2 inh,RECQ1 helicase,TR SRC2 fluor cs,JMJD2E inh,ALDH1A1 inh
CCOC(=O)c1cn(CC(=O)Nc2ccc3c(c2)OCCO3)nn1,1%,-13%,8%,-2%,-10%,0%,2%,-9%
O=C(Cn1cc2c(n1)CCCCC2)Nc1c(F)cc(F)cc1Br,-3%,·,·,-4%,i,-1%,6%,·
O=C(NNC(=O)C1CCCO1)c1ccc(Cl)cc1 (stereo not drawn),-3%,-8%,-5%,5%,-15%,0%,6%,2%
O=C(CN1C(=O)CCC1=O)c1ccc(-c2ccccc2)cc1,20%,12%,4µM*,-5%[53 µM],4%,0%[53 µM],10%,3%
COc1ccc(-n2c(SCc3ccc(C#N)cc3)nnc2-c2ccccn2)cc1,5%,-6%,-2%,-1%,-7%,-1%,-3%,8%
O=C1/C(=C/c2ccc([N+](=O)[O-])cc2)C=C(c2ccccc2)N1c1ccc(O)cc1,30%,-5%,-26%,-7%,-3%,-3%,-7%,?
CN(C)/C=C/C(=O)c1cccc(Oc2ncccn2)c1,5%,15%[46 µM],-5%,-7%,-7%,-4%,-9%,-11%
CCOC(=O)c1c(NC(=O)c2nn(CC)cc2Br)sc(C)c1C,8%,14%,-19%,-9%,1%,-2%,?,?
COCCNC(=O)C(c1cccs1)N(CCc1ccccc1)C(=O)Cn1nnc2ccccc21 (stereo not drawn),9%,28%,0%,-19%,-16%,2%,2%,4%
O=C(CSc1nnc(-c2c[nH]c3ccccc23)n1-c1ccc(F)cc1)NCc1ccco1,-5%,-10%,1%,-12%,0%,-2%,-2%,-7%
CCOc1ccccc1NC(=O)c1ccc(Cl)c(NC(=O)CC(c2ccccc2)c2ccccc2)c1,0%,7%,-13%,5%,-4%,2%,?,-12%
COc1ccc(CN2CCOCC2)cc1Br,-1%,-5%,5%,-10%,i,2%,5%,0%

# A section taken from the entries so far, for reference:
SMILES,GoLoco inh red,LMNA splice mod,SMN2 splice enh,TRb-SRC2 inh,RECQ1 helicase,TR SRC2 fluor cs,JMJD2E inh,ALDH1A1 inh
CCOc1ccccc1NC(=O)c1ccc(Cl)c(NC(=O)CC(c2ccccc2)c2ccccc2)c1,0%,7%,-13%,5%,-4%,2%,?,-12%
COc1ccc(CN2CCOCC2)cc1Br,-1%,-5%,5%,-10%,i,2%,5%,0%

# (listing goes on)
SMILES,GoLoco inh red,LMNA splice mod,SMN2 splice enh,TRb-SRC2 inh,RECQ1 helicase,TR SRC2 fluor cs,JMJD2E inh,ALDH1A1 inh
COc1ccc(-c2csc(Nc3cccnc3)n2)cc1OC,1%,5%,-13%,-9%,i,-11%,3%,9%
CC(Oc1ccc(Cl)cc1Cl)c1nc(-c2ccc(NC(=O)c3ccncc3)cc2)no1 (stereo not drawn),-16%,?,-71%[inhibitor],-5%,-4%,-6%,-7%,1%
C/C(=N/OC(=O)c1c(-c2c(Cl)cccc2Cl)noc1C)c1cnccn1,2%,·,·,-13%,-11%,-3%,3%,-8%
CCOC(=O)c1ccc(NC(=O)N2CCCCC2)cc1,5%,2%,?,-1%,-5%,-1%,1%,20%
CCC(CC)C(=O)NCCNC(=O)C(CC)CC,7%,4%,19%,-3%,-2%,-2%,2%,12%
Clc1cccc(Cl)c1CON/C=N/c1ncnc2sccc12,4%,?,-83%[inhibitor],-4%,2%,-3%,2%,4%
COc1cc(/C=C/C(=O)Nc2nc3ccc(S(=O)(=O)N(C)C)cc3s2)cc(OC)c1OC,5%,-5%,8%,6%,6.3µM*,-2%,?,?
C[C@]12CCC(O)CC1CCC1C2CC[C@]2(C)C(c3cc(C(F)(F)F)n[nH]3)CCC12 (stereo partly drawn),17%,·,·,8%,-3%,-3%,6%,·
N#Cc1c(N2C(=O)C3C4C=CC(C4)C3C2=O)sc2c1CCC2 (stereo not drawn),8%,4%,?,-3%,-2%,1%,-4%,18µM*
CC(OC(=O)c1ccc(S(=O)(=O)N(C)c2ccccc2)cc1)C(=O)NCCC1=CCCCC1 (stereo not drawn),-16%,0%,-5%,-12%,5%,-1%,-6%,?
CCn1c(SCC(=O)N/N=C/C=C/c2ccco2)nnc1-c1ccccc1,8%,?,-41%[inhibitor],-2%,?,-1%,?,18µM*
Cc1cc(C(=O)N2CCN(S(C)(=O)=O)CC2)cs1,4%,-2%,-19%,3%,4%,3%,4%,7%
Cc1ccc(COc2ccsc2C(=O)NNC(N)=S)cc1,9%,-3%[46 µM],-7%,2%,i,1%,15%,3%
COc1cc(C(=O)NCC2CCCO2)cc(OC)c1OC (stereo not drawn),4%,-13%,14%,-3%,i,-3%,10%,9%
CC1=Nn2c(nnc2-c2ccc(F)cc2)SC1,-6%,-14%,0%,-7%,-2%,3%,-2%,1%
O=C(C1CCN(S(=O)(=O)c2cnc[nH]2)CC1)N1CCN(Cc2ccc3c(c2)OCO3)CC1,-4%,1%,11%,8%,3%,2%,-7%,?
O=C1NN(c2ccc(Cl)cc2)C(=O)/C1=C\c1ccc(-c2cccc(C(=O)O)c2)o1,6%,·,26%,7%,?,-26%,-30%,?
CCOC(=O)C(NC(C)=O)C(=O)Nc1ccc(C(C)C)cc1 (stereo not drawn),7%,?,-6%,-2%,i,1%,0%,10%
CC(Sc1nnnn1C)C(=O)NC(=O)NC1CCCCC1 (stereo not drawn),0%,-6%[46 µM],-13%,3%,-2%,-4%,3%,-4%
Cc1nc(C(=O)Nc2ccccc2)sc1C1(C)CC(c2cccnc2)=NO1 (stereo not drawn),7%,·,·,-2%,-8%,-1%,9%,·
O=C(c1ccoc1)N1CCC2(CC1)Oc1ccc(Cl)cc1C(=O)C21CC(c2ccccc2)=NO1 (stereo not drawn),-2%,·,·,-5%,i,-2%,1%,·
C=C(C)Cn1c(N2CCN(c3ccc(OC)cc3)CC2)nc2c1c(=O)n(C)c(=O)n2C,2%,·,-60%[inhibitor],-7%,-12%,-6%,16%,-3%
CCN(c1ccccc1)S(=O)(=O)c1ccc(Cl)c(NC(=O)CSc2nncs2)c1,11%,-8%,-8%,-1%,-7%,-1%,3%,0%
CSCCCNC(=O)c1ccccc1OC1CCN(S(C)(=O)=O)CC1,3%,·,·,-8%,i,-1%,-1%,-13%
O=C(O)c1cc(-c2ccc(Cl)cc2)n(-c2ccccc2)n1,4%,10%[46 µM],-11%,-2%,0%,0%,3%,5%
Cc1ccc(C2N(c3ccc(F)cc3)C(=O)C3CCCN32)cc1 (stereo not drawn),7%,-4%,-3%,12%,-11%,-5%,5%,6%
O=c1oc2ccccc2cc1-c1nc(-c2cccs2)cs1,10%,-11%,0%,3%,-4%,0%,?,-6%
Fc1ccccc1N1CCN(CCCNc2ccc3nncn3n2)CC1,7%,0%,-5%,-9%,-10%,-2%,-8%,2%
CN1C(=O)NC(NC(=O)C2CCCCC2)(C(F)(F)F)C1=O (stereo not drawn),13%,-15%,-9%,-7%,-14%,-6%,0%,-6%
Cc1c([N+](=O)[O-])c([N+](=O)[O-])nn1CC(=O)NCc1cccnc1,3%,6%[46 µM],·,12%,i,0%,-19%,-8%
O=C(CSc1nnc(-c2c[nH]c3ccccc23)o1)N1CCCCC1,-6%,?,11%,-4%,i,1%,-13%,?
CCC(=O)Nc1cccc(NC(C)=O)c1,3%,5%,5%,7%,-28%,-6%,6%,8%
Cc1sc2nc(COC(=O)c3cccc(S(=O)(=O)N(C)c4ccccc4)c3)[nH]c(=O)c2c1C,25%,-13%[46 µM],-6%,6%,-4%,6%,-6%,-4%
CCOC(=O)N1CCC(N(CCN(C)C)C(=S)Nc2ccc(F)c(Cl)c2)CC1,0%,?,-93%[inhibitor],6%,i,-2%,5%,?
CC(C)(C)C(=O)NC1CCN(S(=O)(=O)c2ccc(C(F)(F)F)cc2)CC1,4%,10%,-2%,-12%,i,3%,7%,4%
O=C(Nc1ccc(N2CCCCC2)c(Cl)c1)c1ccc(N2CCOCC2)c([N+](=O)[O-])c1,8%,7%[0.0737 µM],-31%[inhibitor],-15%[53 µM],i,-4%[53 µM],-2%,8.9µM*
O=C(Cc1ccccc1)NNC(=O)C1CCCC1,1%,·,23%,-3%,-3%,-1%,-11%,7%
CCCCC(=O)Nc1ccc(C(=O)N2CCC(C(=O)OCC)CC2)cc1,-1%,22%,13%,-8%,1%,-3%,4%,1%
Cc1cc(Cl)ccc1NC(=O)CN1CCC(C(O)(c2ccccc2)c2ccccc2)CC1,6%,3%,-28%,-1%,-19%,0%,-4%,1%
CC(=O)c1cnc(Nc2nc(C)c3ccc(C)cc3n2)nc1C,-3%,11%,8%,1%,i,-1%,8%,?
O=C(CCNS(=O)(=O)c1ccc(Br)s1)NCc1ccccc1,7%,-13%[46 µM],-21%,2%,4%,-1%,-7%,-10%
CC(=O)CCc1c(C)[nH]c2ccc(NC(C)=O)cc2c1=O,7%,-1%,-5%,-1%,i,-7%,?,?
Cc1ncc(S(=O)(=O)C(C)(C)C)c(N)n1,4%,·,·,1%,-2%,-3%,7%,·
COc1cccc(-n2c(C)c3c(OC)cccc(=O)c3c2C)c1,24%,-3%[46 µM],·,3%,-11%,1%,-22%,?
CCCn1c(C)nc2c(N3CCC(N(C)C)C3)nc(C)nc21 (stereo not drawn),-3%,·,13%,-2%,-6%,2%,1%,0%
COc1cc(OC)cc(C(=O)Nc2ccc(S(=O)(=O)Nc3cc(C)nc(C)n3)cc2)c1,15%,5%,-8%&50%,6%&-18%,i,-2%&2%,4%,5µM*
CCN(CC)C(=O)Oc1ccccc1NC(C)=O,1%,-10%,-7%,-11%,i,-1%,-3%,0%
OCCN(CCO)CC(O)COc1ccc(Br)cc1 (stereo not drawn),6%&-6%,·,·,-6%&3%,-1%&0%,-1%&0%,5%&2%,·
Cc1ccc(S(=O)(=O)Cn2cnnn2)cc1,4%,10%,-2%,-5%,i,-1%,-3%,-6%
O=C(c1ccc(Cl)nc1)c1cccs1,1%,·,·,-5%,-6%,0%,-5%,·

# Only part of the results is shown; rates above refer to the full screens.
